HTR1E antagonist – blocks the human 5-HT1E serotonin receptor; P28566; CHO 5-HT1E Ga15 NFAT-bla reporter, FRET, antagonist; inhibition, % at 6 µM; actives 0.99% (n = 65,000); AID 571;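 active = inhibition above a set limit, the mean inhibition across every tested compound plus 3 SD, cut at about 29% in these data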;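 also: signal is the 460 over 535 nm emission ratio of beta-lactamase substrate; 0% = agonist plus DMSO wells and 100% = wells without agonist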
Target sequence (P28566 whole entry, looked up): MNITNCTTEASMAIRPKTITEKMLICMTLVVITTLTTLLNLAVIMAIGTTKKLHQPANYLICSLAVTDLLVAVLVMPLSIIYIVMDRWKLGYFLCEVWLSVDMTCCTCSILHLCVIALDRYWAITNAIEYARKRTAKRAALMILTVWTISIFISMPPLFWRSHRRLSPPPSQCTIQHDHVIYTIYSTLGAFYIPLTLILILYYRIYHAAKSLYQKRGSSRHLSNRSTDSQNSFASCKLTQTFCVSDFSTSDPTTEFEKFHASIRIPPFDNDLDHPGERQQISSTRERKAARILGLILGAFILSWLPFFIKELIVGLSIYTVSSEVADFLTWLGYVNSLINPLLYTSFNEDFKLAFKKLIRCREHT
Abs 340nm – absorbance at 340 nm. compound absorbance at 340 nm, fold over control. fold change at 10 µM. 65,000 tested, under 10 active;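 active = at 10 µM dose, initial 340 nm absorbance at least 2 fold that of control wells; inactive = change under 2 fold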;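 also: initial absorbance extrapolated from kinetic A340 decline of NADH oxidation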
S1P3 agonist – agonists of human S1P3 receptor. activation, % at 4.5 µM. Q99500. S1P3 NFAT-BLA reporter cells, agonism, FRET ratio; relative to 1 µM S1P, basal subtracted. actives 0.1% (n = 60,000). AID 373;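 active = activation above the screen-wide mean plus 3 SD, cut at about 4.5% in these data, passing the limit was not always enough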; also: some compounds called inactive have numbers as strong as hits
Target sequence (Q99500 whole entry, looked up): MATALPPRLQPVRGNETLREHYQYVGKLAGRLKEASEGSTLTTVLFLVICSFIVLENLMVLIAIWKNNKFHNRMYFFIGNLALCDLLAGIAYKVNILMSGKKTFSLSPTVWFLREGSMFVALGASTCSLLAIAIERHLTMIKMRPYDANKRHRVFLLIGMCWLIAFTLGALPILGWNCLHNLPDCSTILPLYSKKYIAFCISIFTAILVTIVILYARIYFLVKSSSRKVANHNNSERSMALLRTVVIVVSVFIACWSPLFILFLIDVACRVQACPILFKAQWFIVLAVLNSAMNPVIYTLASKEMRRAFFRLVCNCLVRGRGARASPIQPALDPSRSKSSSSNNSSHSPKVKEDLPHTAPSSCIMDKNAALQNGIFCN
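Assay system: CHO cells stably expressing human S1P3, Gα16 and NFAT-β-lactamase reporter. Timing: overnight plating, 4 h compound 37 °C, 2 h substrate RT. Signal: β-lactamase FRET emission ratio 460/535 nm. Measure: percent activation versus median 1 µM S1P response, basal-subtracted, per plate. Repeats: primary screen single test, confirmation screen in triplicate.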
5-HT1A blocker – 5-HT1a (human) receptor antagonism; CHO 5-HT1a Ga15 NFAT-bla reporter, antagonist mode; inhibition, % at 10 µM; actives 0.68% (n = 62,000);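 active = inhibition above the mean of all tested compounds plus 3 SD, cut at about 43% in these data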;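 also: receptor stimulated by 5-CT agonist at 100 nM near EC80; beta-lactamase reporter measured by ratiometric fluorescence of a cleavable substrate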
S1P1 ag-PAM – S1P1 (human) agonism or agonism potentiation; actives 0.57% (n = 56,000); S1P1 CRE-bla cells, forskolin, beta-lactamase FRET, potentiator mode; S1P1 agonist co-added at EC20, 2 nM; 100% = saturating reference agonist, 0% = basal; activation, % at 9.5 µM; AID 449; P21453;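 active = activation above a cutoff set at the mean activation of all tested compounds plus 3 SD, cut at about 54% in these data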;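 also: forskolin at 4 µM as EC80 and the EC20 agonist is SEW2871; 100% = SEW2871 at its EC100 plus forskolin at EC80; some compounds past the cut are filed as inactive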
Autofluor 339 – intrinsic fluorescence of library compounds, ex339/em460 – biochemical, MLSMR library, data from DPM-DC assay, artefact control, profiling panel; compound autofluorescence, ex339/em460 nm, NADH buffer; hits give high values; 1 = no-compound wells, NADH background; fluorescence fold increase at 10 µM; actives 5.5% (n = 65,000); AID 709;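 active = at 10 µM, mean starting fluorescence two-fold or more over control wells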;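 also: signal is the first read of a kinetic run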
MMP13 inh – blocks human MMP13 activity; actives 0.07% (n = 65,000); MMP-13 fTHP FRET cleavage, Mca fluorescence; P45452; inhibition, % at 4 µM;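 active = inhibition above the mean of compound-free control plate wells plus 3 SD, cut at about 14% in these data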;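 also: 0% = DMSO wells and 100% = wells with reference MMP-13 inhibitor after basal subtraction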
HTR1E agonist – activates the human 5-HT1E serotonin receptor; P28566; CHO 5-HT1E Ga15 NFAT-bla reporter, FRET; 0% DMSO wells, 100% control agonist wells; activation, % at 6 µM; actives 0.69% (n = 65,000); AID 574;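 active = activation above a set limit, the screen-wide mean activation plus 3 SD, cut at about 8.5% in these data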;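 also: 100% = positive control agonist at 1 µM giving full maximal response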
HER2 expr 66K – lowers expression of human Her2 kinase | P04626 | SKBR-3 HER2 protein level, AlphaScreen, 18-24 h; hits give low values | HER2 level % of control, % at 10 µM | actives 0.69% (n = 65,000) | AID 645;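 active = HER2 level under 5% of the carrier-only control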;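 also: 100% = DMSO carrier and 0% = 500 nM PU-H71 HSP90 inhibitor; lower value means stronger loss of Her2 protein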
* = called active by the depositor; x = no result given.

SMILES	HTR1E antagonist	Abs 340nm	S1P3 agonist	5-HT1A blocker	S1P1 ag-PAM	Autofluor 339	MMP13 inh	HTR1E agonist	HER2 expr 66K
CCN(CC)C(=O)CSc1nnc([C@H](Cc2c[nH]c3ccccc23)NC(=O)OC(C)(C)C)o1	-14	1	-0.7	-26	7	1.1	3	1.9	133
CC(=O)NC(CCS(C)(=O)=O)C(=O)Nc1c(F)cccc1F (configuration not stated)	7	1	-0.7	11	-19	1	-7	-0.9	87
COc1ccc(OC)c(C(c2nnnn2Cc2ccccc2)N2CCN(C)CC2)c1 (configuration not stated)	3	1	-0.8	13	9	1.1	-4	-0.2	132
Cc1ccc(Cn2ncc3c(N4CCN(Cc5ccc(Cl)cc5)CC4)ncnc32)cc1	-17	0.99	-1.6	x	-11	1.1	4	-0.6	118
CCN1CCN(C(c2ccc(OC)c(OC)c2)c2nnnn2C(C)(C)C)CC1 (configuration not stated)	3	0.97	-1.0	-4	-2	1.1	2	0.1	138
O=C(Nc1ccc2oc(-c3ccncc3)nc2c1)c1c(F)c(F)c(F)c(F)c1F	5	1	-0.5	-5	x	1.6	-1	0.0	105
N#Cc1ccsc1NC(=O)c1cnccn1	0	1.1	-0.8	-6	4	1.1	0	0.2	133
CC(C)(C)SCCNC(=O)CSc1ccccc1	-2	1	-0.7	-2	-23	1.1	2	-0.2	91
COCCNCCOCCOc1cccc(OC)c1	19	1	-1.3	2	1	1.1	-1	-0.3	102
CN(C)S(=O)(=O)c1cccc(C(=O)OCC(=O)Nc2ccccc2OC(F)F)c1	12	1	0.5	-4	5	1.1	-3	-0.2	95
Cc1cccc(C)c1NC(=O)CSc1nnc(-c2ccoc2C)n1C	5	0.98	0.8	-11	6	1	2	0.4	104
COCCOC(=O)c1c(C)oc2ccc(OC(=O)COc3c(F)c(F)c(F)c(F)c3F)cc12	7	1	-5.3	x	6	1.1	2	-0.1	123
CC(=O)Nc1ccc(S(=O)(=O)N2CCSC2c2ccc(C)cc2)cc1 (configuration not stated)	7	1	-0.5	6	16	1.1	4	0.3	86
Nc1sc2c(c1C(=O)NC1CCS(=O)(=O)C1)CCC2 (configuration not stated)	8	1	0.3	4	6	1.1	1	1.9	110
COc1ccc(C(=O)Nc2cc(=O)n(C)c(=O)n2C)cc1OC	1	1.1	-0.3	-12	-10	1	-6	0.0	98
OCc1nc(CO)n(Cc2ccccc2)n1	3	1	-1.0	-1	-13	1.1	-2	-0.2	94
CCN(CC)S(=O)(=O)c1ccc(C(=O)NCc2n[nH]c(=S)n2Cc2ccccc2)cc1	-4	0.98	0.1	-13	4	1.1	-6	0.7	85
CCOC(=O)c1sc(NC(=O)c2c(C)nn(Cc3ccccc3)c2C)cc1C	26	1	-0.5	3	52	1.2	-2	-0.5	56
O=C(c1cc2cc3ccc(Cl)cc3nc2o1)N1CCN(Cc2ccc3c(c2)OCO3)CC1	-4	1	0.1	-11	14	1.2	0	-0.8	86
Cn1nnnc1SCc1ccccc1F	-6	1	1.3	10	-3	1	-3	-0.1	78
CN(C)c1nc(OCCOC(=O)c2ccccc2)nc(N(C)C)n1	7	1	-0.1	-9	-10	0.78	-4	-0.5	95
CCc1cc(C(=O)NCCN(C)C)cs1	7	1	-0.6	12	18	1.1	-2	0.1	110
COc1ccc(C(=O)Nc2ccc(Cl)cc2C(=O)NCc2ccco2)cc1OC	40*	1.1	-1.7	5	-32	1.5	-3	-0.3	52
Clc1ccc(C(c2nnnn2C2CCCC2)N2CCN(Cc3ccncc3)CC2)cc1 (configuration not stated)	9	1	-1.6	9	-14	1.1	4	-0.1	103
O=C(Nc1cccc(F)c1)C1C2C=CC3(CN(CCCN4CCOCC4)C(=O)C13)O2 (configuration not stated)	7	0.99	-0.3	0	-5	0.94	1	0.8	88
CC(=O)N(C)c1ccc(NC(=O)c2cnn(C)c2)cc1	4	1.1	x	1	x	1	2	-0.6	104
COc1ccc(NC(=O)C2CCCNC2)cc1OCC(C)C (configuration not stated)	-1	1	0.0	-8	x	1.3	3	0.5	99
CCOC(=O)c1ccc2nc(NC(=O)c3cccs3)sc2c1	-6	1.1	x	3	x	1.4	-17	0.0	98
C[C@@H]1CCC[C@H](C)N1NC(=O)c1ccc(Cl)c(S(N)(=O)=O)c1	-8	0.98	-0.6	x	4	1	-6	-0.1	110
COc1ccc(CC(=O)OCc2cc3cccc(C)c3[nH]c2=O)cc1	7	1.1	-1.5	-3	-1	1.3	8	0.1	110
Cc1ccc(/C=N/c2sc3c(c2C#N)CCC3)s1	-9	1	x	4	x	0.81	8	1.5	66
Cc1cc(=O)oc(C)c1C(=O)NCC(C)C	-1	1	-3.3	x	0	1.1	0	-0.8	93
Cc1ccc(C(=O)CC(C(=O)O)c2cn(CCC#N)c3ccccc23)cc1 (configuration not stated)	-10	1	-1.7	-2	7	1.1	-2	1.0	82
COc1ccccc1CN1C(=O)[C@@H]2C(CCC(N)=O)NC3(C(=O)Nc4c3ccc(Cl)c4C)[C@@H]2C1=O (some centres not stated)	-3	1	-0.2	-1	-1	1.1	2	0.8	51
C=CCn1c(SCC(=O)Nc2ccccc2OC)nc(O)c(CC)c1=O	6	1	-1.0	7	-22	1.1	6	-2.0	92
Cc1cc(C(C)c2ccccc2)c(O)c(CN2CCOCC2)c1C (configuration not stated)	-8	1.1	-0.7	5	-10	1.1	8	0.5	81
O=c1c2ccccc2sn1-c1ccc(S(=O)(=O)N2CCCC2)cc1	1	1.1	-0.1	9	4	1.2	-1	0.2	105
CCCOc1ccc(C(=O)Nn2c(C)nc3ccccc3c2=O)cc1	-2	1	-1.2	-196	-15	1.1	4	5.4	87
Cc1cnc(-c2nnc(N(C)C(=O)c3cnccn3)s2)cn1	6	1.1	-0.3	-3	-1	1.3	0	0.4	96
Cc1cccc2cc(CN(Cc3ccc(F)cc3)Cc3nnnn3C3CCCC3)c(=O)[nH]c12	-5	1	-0.1	-2	-8	1.2	-58	1.2	74
COc1ccccc1NC(=O)CSC1=NC(=O)C(NC(C)=O)C(=O)N1 (configuration not stated)	10	1	-0.7	1	-2	1.1	3	0.5	87
CCn1ncc(C2=NOC(C(=O)Nc3ccccc3C(=O)OC)C2)c1C (configuration not stated)	16	1	-0.6	-8	-38	1.2	1	0.0	93
C=CCC(Nc1ccco1)c1ccccc1 (configuration not stated)	-8	0.99	0.0	2	10	1.1	4	0.3	99
COc1ccc(N2C(=O)CCC(C(=O)N3CCCCC3)C2c2ccc(F)cc2)cc1 (configuration not stated)	-9	1	-0.5	10	3	1.2	2	0.2	80
Cc1cccc(NC(=O)CCN2CCOCC2)c1	2	1	0.2	2	-7	1.1	-2	-0.4	108
O=C(NC(Cc1c[nH]c2ccccc12)c1nnc2n1CCCCC2)c1cccs1 (configuration not stated)	15	1	-0.5	-9	-7	1.2	-7	-0.5	81
COc1ccc(-c2csc(NC(=O)c3cc(C)on3)c2C#N)cc1OC	21	1.1	-1.2	4	-6	1.1	-12	-0.6	95
Clc1ccc(OCc2nnc(SCCN3CCCCC3)n2Cc2ccco2)cc1	12	1	-1.7	14	-13	1.1	2	0.7	75
CCOC(=O)N1CCN(C(=O)CS(=O)Cc2nc(-c3cccc(C)c3)oc2C)CC1 (configuration not stated)	-6	1	-0.6	1	-15	1.1	0	0.1	111
c1cc(CNC2=NCCCCC2)ccn1	-1	0.99	-0.5	9	-5	0.97	-3	-0.5	96
N#Cc1ccc(CSc2nnc(NC(=O)CN3C(=O)C4CC=CCC4C3=O)s2)cc1 (configuration not stated)	-2	1	0.0	13	-11	1.1	-2	0.3	109
Cc1cc(C2N=C(N)Nc3nc4ccccc4n32)c(C)n1-c1ccccc1Cl (configuration not stated)	7	1.1	x	10	x	1.1	3	-0.4	67
CC(C)OCCCNC(=O)c1ccc2c(c1)ncn2C1CCCC1	16	1.1	-1.1	10	8	1	2	0.9	57
COC(=O)CC1NCCNC1=O (configuration not stated)	0	0.99	-0.6	5	-9	1.1	2	0.0	138
COc1cccc(-n2c(CNC(=O)OC(C)(C)C)n[nH]c2=S)c1	0	1	-1.0	11	-8	1.1	-3	-1.1	86
Cc1cc(C)n(-c2nc3ccccc3c3nc(C)nn23)n1	9	1	-1.2	1	-20	1.1	4	-0.2	96
CCc1cc2c(=O)n(Cc3ccco3)c(SCC(=O)N3CCCc4ccccc43)nc2s1	-28	1.1	-0.8	17	10	1.1	1	0.2	41
CSc1nc(SC)c2c3c(oc2n1)COC(C)(C)C3	-3	1	-0.7	-10	-23	1.4	-2	-0.2	52
C=CCn1c(SCC(=O)N2CCN(c3ccc(F)cc3)CC2)nnc1-c1cccs1	0	1	0.1	3	4	1.1	-5	-0.3	64
COC(F)(C(=O)Nc1ccc2c(c1)C(=O)NC2=O)C(F)(F)F (configuration not stated)	-3	1	-0.1	-7	-8	1.2	1	-0.3	127

Other compounds follow:
SMILES	HTR1E antagonist	Abs 340nm	S1P3 agonist	5-HT1A blocker	S1P1 ag-PAM	Autofluor 339	MMP13 inh	HTR1E agonist	HER2 expr 66K
Cc1cc(C)n2nc(SCc3cc(=O)n4ccccc4n3)nc2n1	15	1	x	-18	x	1.6	-12	0.3	125
COc1ccc(-n2c(/C=C(\C)O)nc(=O)c3c(C)cc(C)nc32)cc1	-7	1.4	-0.4	-6	2	1.1	-2	-0.2	108
COc1ccc2c(c1OC)C(=O)OC2CC(=O)c1ccc(O)cc1 (configuration not stated)	11	1	-1.1	9	x	1	6	-0.1	86
CC1Cc2ccccc2N1C(=O)COC(=O)Cn1nnc(-c2ccccc2)n1 (configuration not stated)	-8	1	-0.2	-9	-22	1.1	1	0.1	82
CCCn1nnc2sc3c(c2c1=O)CCC(C)C3 (configuration not stated)	-4	1.1	x	4	x	1.2	-4	0.2	56
CCCc1cc(C(=O)NCc2ccco2)no1	7	1	-1.6	11	13	1	12	-0.9	106
O=C(CN1CCCCCC1)Nc1cccc2c1OCO2	11	1	-1.6	6	-6	1.1	4	-0.3	53
CCc1cc(=O)oc2cc(OCC(=O)OC)c(Cl)cc12	7	1.1	x	-12	x	1.6	-23	-0.7	61
COC(=O)c1nnn(CC(=O)Nc2cccc(OC)c2)c1C(=O)OC	-5	1	x	-4	x	1.1	2	-0.5	79
CCCc1cc(-c2nc(N)ncc2-c2ccc3c(c2)OCCCO3)c(O)cc1OC	4	1.1	-1.8	x	-40	1.1	2	0.7	94
Cc1cc(C(=O)CSCc2nnc3n(CCC(C)C)c(=O)c4ccccc4n23)c(C)n1C	-3	1	-0.6	10	12	1.1	1	-1.0	107

Reprinted at random: three entries already listed, in no set order.
SMILES	HTR1E antagonist	Abs 340nm	S1P3 agonist	5-HT1A blocker	S1P1 ag-PAM	Autofluor 339	MMP13 inh	HTR1E agonist	HER2 expr 66K
Cc1ccc(Cn2ncc3c(N4CCN(Cc5ccc(Cl)cc5)CC4)ncnc32)cc1	-17	0.99	-1.6	x	-11	1.1	4	-0.6	118
O=C(c1cc2cc3ccc(Cl)cc3nc2o1)N1CCN(Cc2ccc3c(c2)OCO3)CC1	-4	1	0.1	-11	14	1.2	0	-0.8	86
CC(=O)Nc1ccc(S(=O)(=O)N2CCSC2c2ccc(C)cc2)cc1 (configuration not stated)	7	1	-0.5	6	16	1.1	4	0.3	86
